Compound activity as filed in PubChem BioAssay.
GPR55 beta-arrestin: selective activators of receptor GPR55 – imaging, U2OS cells, beta-arrestin-GFP redistribution, primary screen (AID 1961); U2OS GPR55 beta-arrestin-GFP redistribution imaging; higher % means a stronger effect; one-dose activation, % at 10 µM; EC50 in µM for titrated hits; hit rate 0.048% among 290,000;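 active = activation above 40% with more than 50 cells counted in the well; inconclusive = wells holding fewer than 50 cells, flagged as toxic or sparse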;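 also: U2OS osteosarcoma cells stably expressing GPR55 and beta-arrestin-GFP; plate controls were DMSO negative control for no effect and LPI positive control for full effect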
AID2073: disruptors of CaV2.2 binding to Mint1 – biochemical, HTRF (AID 2073) | HTRF protein-protein interaction, Mint1-CaV2.2; higher % means a stronger effect | hit rate 0.19% among 290,000 | one-dose inhibition, % at 20 µM; IC50 in µM for titrated hits; in the data active = inhibition mostly above about 51%, no sharp cut-off; inconclusive = no clear call, values can overlap the other calls; inactive = mostly below about 53%; also: some results filed as inactive read as strong as hits
KOR beta-arrestin-1: KOR antagonists, beta-arrestin recruitment, cell-based, luminescence, uHTS (AID 1778); KOR beta-arrestin recruitment, luminescence, antagonist mode; higher % means a stronger effect; one-dose inhibition, % at 10 µM; IC50 in µM for titrated hits; hit rate 0.091% among 290,000; also: strong numbers were not always called active
M1AAP inhibition: P. falciparum M1AAP inhibitors, biochemical, fluorogenic H-Leu-NHMec substrate, 1536-well (AID 1445); one-dose inhibition, % at 30 µM; IC50 in µM for titrated hits; recombinant M1AAP, H-Leu-NHMec fluorogenic kinetic assay; higher % means a stronger effect; hit rate 0.42% among 220,000;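 active = primary inhibition above the hit cutoff, then over 50% inhibition at one or more dose response concentrations, cut at about 23% in these data, passing the limit was not always enough; inconclusive = conflicting primary data, or primary hits not chosen for dose response; inactive = low primary inhibition, or under 50% at every dose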;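 also: plate controls were DMSO full reaction for no effect and no enzyme background for full effect; strong numbers were not always called active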
NOD1 inhibition: NOD1 signaling inhibitors, primary screen, cell-based, luminescence, uHTS (AID 1578); inhibition, % at 4 µM; hits with a dose series show EC50 in µM; hit rate 1% among 290,000; NOD1-driven NF-kB luciferase reporter cells, luminescence; higher % means a stronger effect; in the data active = inhibition mostly above about 36%, no sharp cut-off; inactive = mostly below about 34%;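 also: HEK-293T reporter cells stimulated with the NOD1 agonist gamma-tri-DAP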
Dynein cargo inh: dynein cargo transport inhibition | 3617.4 mouse cells, GR-EGFP nuclear translocation imaging; test concentration mostly 20 µM; stimulated with dexamethasone, 1 µM; hits give low values | z-score, hits read low | hit rate 0.47% among 220,000 | AID 1381;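 active = plate z-score of nuclear minus cytoplasmic receptor signal below a set negative limit, without overly bright fluorescence or cell loss, cut at about -3.5 in these data, passing the limit was not always enough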;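 also: z-score of nuclear minus cytoplasmic ring GR-EGFP intensity difference per well; some compounds called inactive have numbers as strong as hits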
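Buffer or medium: Induction medium lacking tetracycline, stripped serum | Also added: Dexamethasone agonist, 1.0 µM final, for 30 min | Timing: 48 h induction, 1 h compound, 30 min dex at 37 °C | Detection: Formaldehyde fixation, Hoechst nuclear stain, 10x automated fluorescence imaging | Measure: Nuclear versus cytoplasmic GR-EGFP signal, averaged per well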
P. falciparum M17LAP: P. falciparum M17LAP inhibitors, primary screen, biochemical, fluorogenic H-Leu-NHMec substrate, 1536-well (AID 1619); inhibition, % at 30 µM; hits with a dose series show IC50 in µM; recombinant M17LAP, H-Leu-NHMec fluorogenic kinetic assay; higher % means a stronger effect; hit rate 0.38% among 220,000;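 active = compound inhibiting the enzyme by more than half at any dose during confirmatory dose-response retesting; inconclusive = strong single-dose inhibitors picked by rank but not retested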;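 also: plate controls were full reaction with DMSO carrier for no effect and no enzyme background for full effect; strong numbers were not always called active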
HEK293 NOD2/NF-kB: NOD2 signaling inhibitors, cell-based, luminescence, uHTS, HEK293 (AID 1566); HEK293 NOD2/NF-kB luciferase reporter, luminescence; higher % means a stronger effect; one-dose inhibition, % at 4 µM; EC50 in µM for titrated hits; hit rate 0.63% among 290,000; also: many of its hits are not listed in these tables
KOR beta-arrestin-2: kappa opioid receptor activators – cell-based, luminescence, uHTS, primary screen (AID 1777); KOR beta-arrestin recruitment, luminescence; higher % means a stronger effect; activation, % at 10 µM, or EC50 in µM where a hit was titrated; hit rate 0.02% among 280,000; in the data active = activation above about 50%, passing the limit was not always enough; also: a part of the inactive calls stands beside numbers as strong as those of hits
Dynein cargo inh cytoplasmic EGFP: also measured in Dynein cargo inh; calls as there; z-score; measured here: cytoplasmic GR-EGFP intensity; hits give high values
Dynein cargo inh nuclear GR-EGFP: recorded beside Dynein cargo inh, whose call it bears; z-score; measured here: nuclear GR-EGFP intensity;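 lower value marks the stronger effect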
Dynein cargo inh cell count: also measured in Dynein cargo inh; calls as there; z-score; measured here: cell count per field
An asterisk follows results filed as active; ? = inconclusive; . = not tested or not shown; [ ] = another dose, or the depositor's remark. Rule as the data show it, unless noted: active = inhibition above about 50%; inactive = the rest. These rows are one share of the data (hit frequency here may not be typical).

SMILES	GPR55 beta-arrestin	AID2073	KOR beta-arrestin-1	M1AAP inhibition	NOD1 inhibition	Dynein cargo inh	Dynein cargo inh cytoplasmic EGFP	Dynein cargo inh nuclear GR-EGFP	Dynein cargo inh cell count	P. falciparum M17LAP	HEK293 NOD2/NF-kB	KOR beta-arrestin-2
Cn1c(C(=O)N2CCN(c3ccc(F)cc3)CC2)cc2ccccc21	0.1%	34%	-49%[20 µM]	.	-11%	.	.	.	.	.	2%	-1.0%
COCCNC(=O)/C(C#N)=C/c1ccc(O)c([N+](=O)[O-])c1	-0.1%	-9%	6%	13%	-50%	1.7	-0.13	1.4	-1.7	23%	-5%	-1.5%
COc1cc(C(C(=O)NC2CCCC2)N(C(=O)c2ccco2)c2ccccc2C(C)=O)cc(OC)c1OC (centres undefined)	0.3%	5%	-36%	.	-11%	.	.	.	.	.	2%	4.1%
C#CCn1c(=NC(=O)c2ccc(S(=O)(=O)N3CCCc4ccccc43)cc2)sc2cc(S(N)(=O)=O)ccc21	-0.2%	39%	-7%	8%	-11%	-0.022	-0.17	-0.21	0.57	-12%	0%	-1.2%
CCn1cc(/C=N\NC(=O)c2cc(-c3ccccc3OC)nc3ccccc23)c(C)n1	-0.1%	4%	-11%	1%	-21%	0.67	0.1	0.15	-0.69	4%	0%	1.5%
Cn1c(SCc2nc3ccccc3n2CCO)nc2ccccc21	-2.3%	3%	0%	15%	6%	0.88	0.2	0.22	0.12	7%	1%	6.5%
Cc1ccc2nc(C)cc(SCC(=O)N/N=C/c3ccco3)c2c1	0.7%	-6%	9%	.	-6%	.	.	.	.	.	6%	-0.5%
Clc1ccccc1Nc1nc(-c2ccncc2)nc2ccccc12	0.3%	22%	8%	.	0%	.	.	.	.	.	8%	-1.5%
FC(F)(F)Oc1ccc(-c2cn3cccnc3n2)cc1	0.1%	11%	-2%	6%	-4%	-0.65	-0.26	-0.33	0.94	-213%	-99%	-1.9%
CCCc1n[nH]c(=O)c2c1nnn2Cc1ccccc1F	-0.3%	1%	9%	.	-9%	.	.	.	.	.	14%	-1.6%
Cc1cccnc1CNC(=O)C1CCC(=O)N(CCc2cccc(F)c2)C1 (centres undefined)	-0.2%	6%	-12%	.	-31%	.	.	.	.	.	3%	-2.5%
CCOc1ccc(CCNC(=O)c2cc(=O)[nH]c3ccc(S(=O)(=O)N(CC)CC)cc23)cc1OCC	-0.1%	-4%	17%	.	-16%	.	.	.	.	.	10%	-2.3%
O=C(N/N=C/c1ccco1)C1CC1c1ccccc1 (centres undefined)	0.1%	36%	13%	6%	-26%	0.68	-0.26	0.74	-0.38	-1%	4%	-4.5%
COc1ccc2c(c1)c1ncn(CCCN3CCOCC3)c(=O)c1n2C	0.0%	18%	7%	8%	-10%	0.21	-0.14	-0.05	-0.041	-14%	12%	1.8%
NS(=O)(=O)c1ccc(N/N=C/c2ccncc2)cc1	-0.1%	6%	-12%	.	4%	.	.	.	.	.	1%	5.2%
CCN(CC)CCOc1c(C)cccc1Cl	0.0%	-2%	21%	-2%	-26%	-0.35	-0.22	-0.12	0.63	22%	6%	-1.1%
CCN(CC)CCn1c2ccccc2c2nc(C)sc21	-0.2%	7%	-11%	-1%	-8%	-0.66	-0.23	-0.46	0.72	-7%	-14%	3.8%
COC(=O)C(NNc1ccccc1)(NC(=O)c1ccc(F)cc1)C(F)(F)F (centres undefined)	-0.1%	-101%	-40%	8%	.	-0.8	-0.21	0.15	1.1	-1%	6%	4.3%
CCCCNC1CCS(=O)(=O)C1 (centres undefined)	-0.1%	-6%	-35%	2%	3%	-0.27	0.5	0.12	0.22	-3%	15%	2.5%
O=C(NNc1ccc(F)cc1F)C1CCC1	0.2%	4%	20%	13%	-2%	-0.9	-0.23	-0.14	0.5	-2%	-6%	-0.2%
Cc1ccc(C(=O)O)cc1NCc1ccncc1	-0.1%	0%	6%[20 µM]	.	-31%	.	.	.	.	.	6%	1.8%
COC(=O)c1ccccc1NC(=O)NC1CCN(Cc2ccccc2)CC1	-0.1%	7%	32%	-3%	-25%	-0.37	-0.27	0.16	0.59	-3%	-3%	-5.5%
CCOC(=O)Cc1csc(NC(=O)c2c(O)c3ccccc3n(CC(C)C)c2=O)n1	0.1%	11%	-32%	-3%	68%	0.73	0.15	0.29	-0.52	14%	22%	-0.5%
Cc1cccc(CN2CCC(C(=O)Nc3ccc(Oc4cccnc4)cc3)CC2)c1	-0.1%	2%	-11%	.	-31%	.	.	.	.	.	1%	3.8%
Cc1noc(C)c1COC(=O)/C=C/c1ccccc1Cl	-0.7%	-13%	-22%	2%	-10%	-0.0039	-0.21	0.035	-0.15	8%	1%	-1.5%
CCCCCC(=O)N1CC2(CC(c3cccc(NC(=O)COc4ccc(Cl)cc4)c3)=NO2)C[C@@H]1C(N)=O (some centres undefined)	0.6%	?	28%	1%	-1%	-0.63	-0.78	-0.48	0.27	-2%	-11%	1.0%
CCN(CC)C(=S)NC(=O)c1ccc(F)cc1	-0.1%	-9%	-16%	8%	-25%	0.93	-0.28	1.2	-0.42	2%	4%	0.3%
Cc1ccc2ncnc(-c3ccccc3)c2c1	-0.1%	12%	-10%	.	-8%	.	.	.	.	.	7%	-3.4%
Cn1cc(Br)cc2nc(C(F)(F)F)nc1-2	-0.1%	-2%	10%	0%	-14%	-0.29	-0.23	-0.22	0.88	11%	5%	-0.5%
CCc1ccc(NC2=CC(=O)CC(C)(C)C2)cc1	0.3%	10%	13%	.	6%	.	.	.	.	.	12%	-4.9%
CSc1nc(C(=O)N2CCCC(N3CCN(c4ccccc4C)CC3)C2)cs1 (centres undefined)	-0.1%	-3%	19%	.	8%	.	.	.	.	.	12%	-0.6%
COc1ccccc1CN(CC(=O)NCc1ccco1)C(=O)CNS(=O)(=O)c1ccc(C)cc1	0.2%	13%	-24%	12%	3%	-0.3	-0.22	-0.16	0.67	2%	4%	-3.2%
O=C(Nc1ccccc1N1CCN(c2ccccc2)CC1)C1CCCCC1	-0.1%	-5%	-12%	.	8%	.	.	.	.	.	-14%	-4.7%
O=C(NC(=S)Nc1ccccc1Cl)C1CC1	0.0%	9%	-1%	.	5%	.	.	.	.	.	10%	6.5%
O=C1CCc2ccccc2N1Cc1ccccc1	-0.1%	1%	36%	.	-4%	.	.	.	.	.	2%	-9.5%
CC(C)(CO)NC(=O)CC1C(=O)NCCN1Cc1ccc(-c2ccccc2)cc1 (centres undefined)	-0.1%	-1%	-20%[20 µM]	0%	-16%	0.3	-0.29	0.27	0.0073	16%	-7%	.
O=C(N/N=C/c1ccc([N+](=O)[O-])o1)c1ccncc1	0.3%	-4%	-25%	3%	18%	0.42	-0.23	0.16	-0.051	18%	47%	0.3%
CCN(CC)CCCN(C(=O)c1cccs1)c1nc(-c2ccc(OC)cc2)cs1	-0.2%	2%	-20%	8%	-33%	-0.59	-0.23	-0.055	1	4%	-1%	-4.3%
O=C(Nc1ccccn1)c1ccc([N+](=O)[O-])cc1Cl	0.6%	1%	-22%	3%	-15%	-0.56	-0.22	-0.3	0.68	10%	-11%	-5.4%
O=C(N/N=C/c1ccc2c(c1)OCO2)C(=O)Nc1ccc2ccccc2c1	0.2%	49%	-44%[20 µM]	2%	-27%	2.4	-0.085	1.2	-2.2	-1%	5%	0.0%
COc1ccccc1CNC(=O)CN(c1ccc(C)cc1)S(=O)(=O)c1c(C)noc1C	-0.2%	7%	-10%	.	-14%	.	.	.	.	.	15%	4.7%
CC(C)c1ccc(/C=C/C(=O)O)cc1	0.0%	4%	6%	3%	-3%	0.43	-0.74	-0.1	-0.89	20%	8%	0.9%
CCn1c(SCC(=O)Nc2nc3ccc(C)cc3s2)nc2c(c1=O)SC(C)C2 (centres undefined)	-0.1%	16%	-8%	3%	31%	-0.5	-0.24	-0.056	0.22	19%	22%	-5.4%
CSc1ccc(Cl)c(C(=O)NCCOc2cc(C)ccc2C(C)C)c1	-0.1%	-3%	14%	3%	0%	-0.32	-0.18	-0.4	0.55	4%	3%	-0.7%
Cc1ccccc1-c1nc(CN2CCCC(C(=O)NCCCN3CCOCC3)C2)c(C)o1 (centres undefined)	0.3%	28%	8%	-1%	11%	-0.11	-0.19	0.27	0.18	-11%	6%	-4.4%
CCCCNS(=O)(=O)c1ccc(S(=O)(=O)NCc2ccncc2)cc1	-0.2%	-2%	-33%	-2%	14%	-0.22	-0.24	-0.3	-0.57	-19%	24%	-3.9%
O=C(C(=O)N1CCc2ccccc2C1)c1cn(CC(=O)N2CCCCC2)c2ccccc12	-0.2%	3%	21%	4%	-12%	1.4	-0.17	1.5	-1.6	2%	-4%	-1.0%
COc1ccc(CN2CC(=O)N(c3cc(Cl)ccc3C)C2=S)cc1OC	-0.1%	-6%	-11%	.	-15%	.	.	.	.	.	-13%	-4.0%
Cn1c(N)c(C(=O)COC(=O)c2ccc([N+](=O)[O-])o2)c(=O)n(C)c1=O	-0.1%	18%	9%	7%	-4%	-1.4	-0.012	-0.64	0.26	-3%	-1%	3.4%
CN1C(=O)C2CN(CCc3ccccc3)CNC2N(C)C1=O (centres undefined)	0.5%	1%	15%	2%	9%	0.27	-0.18	0.71	0.44	-4%	12%	10%
CCC12CN3CC(CC)(CN(C1)C3c1ccccc1Cl)C2O (centres undefined)	-0.2%	-4%	-21%	3%	-5%	-0.27	-0.2	0.026	0.3	-13%	-17%	7.3%
CCOc1cc(/C=N/Nc2ncc(C)c(=O)[nH]2)ccc1O	-0.1%	1%	-3%	.	-7%	.	.	.	.	.	-7%	4.2%
Cc1cccc(OCCC(=O)NCC(=O)Nc2cccc(C)c2C)c1	0.6%	-6%	2%	-1%	-29%	0.23	-0.22	0.61	-1	5%	-4%	-0.4%
